HSP90 inh: HSP90 refolding inhibition in rabbit reticulocyte lysate; luciferase refolding luminescence, 3 h; inhibition, % at 5.6 µM; 290,000 tested, 0.91% active; AID 1789;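 active = inhibition above the screen-wide mean plus 3 SD, computed separately per campaign, cut at about 16% in these data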;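 note: 0% = DMSO wells and 100% = 60 µM geldanamycin wells; inhibitors lower the luminescence because luciferase stays unfolded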
AI-2 QS modul: modulators of Vibrio harveyi AI-2 quorum sensing system; Vibrio harveyi JMH597 AI-2 luminescence/OD600 ratio, 9 h; hits give low values; strain lacks LuxN and CqsS sensors; 0 = neutral-control median; activity change, % at 7.5 µM; 300,000 tested, 0.4% active; AID 2094; in the data active = activity change below about -75%, passing the limit was not always enough;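 note: luminescence divided by OD600 gain over 9 h not by final OD600 alone; inactives centre near 13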
HSF-1 act: increases HSF-1 driven luciferase reporter signal; activation, % at 9 µM; AID 504408; NIH3T3-HGL HSF-1 luciferase reporter, MG132, 8 h; 100% = twice DMSO control signal; 300,000 tested, 1.7% active;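 active = mean replicate activation of at least 50% with a set share of replicates each reaching 50%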;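 note: 0% = median of the neutral control wells and 100% = twice that signal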
IEC-6 tox: IEC-6 cytotoxicity, counter-screen for KLF5 inhibitors | luminescence viability | inhibition, % at 5 µM | 290,000 tested, 0.78% active; in the data active = inhibition above about 22%;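 note: 0% = plate median of test compound wells and 100% = cytotoxic reference compound wells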
KLF5 inh: inhibitors of KLF5 expression; DLD-1 KLF5 promoter-luciferase reporter, luminescence; inhibition, % at 5 µM; 290,000 tested, 0.23% active;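 active = inhibition above a per-plate limit of that plate's mean compound inhibition plus 3 SD, cut at about 60% in these data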;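 note: 0% = DMSO wells and 100% = LY294002 at 200 µM; higher means less KLF5 promoter-driven luciferase light; inactives centre near -14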
GSK3B inh: inhibitors of human GSK3beta kinase; activity score (negative = inhibition), % at 10 µM; GST-GSK3beta kinase, ADP-Glo luminescence, 60 min; hits give low values; 300,000 tested, 0.038% active; P49841;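 active = more than half of replicate wells score below -50%, meaning over 50% inhibition versus plate controls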;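 note: 0% = median DMSO wells and -100% = median GW8510 positive control wells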
Target sequence (P49841 whole entry, looked up): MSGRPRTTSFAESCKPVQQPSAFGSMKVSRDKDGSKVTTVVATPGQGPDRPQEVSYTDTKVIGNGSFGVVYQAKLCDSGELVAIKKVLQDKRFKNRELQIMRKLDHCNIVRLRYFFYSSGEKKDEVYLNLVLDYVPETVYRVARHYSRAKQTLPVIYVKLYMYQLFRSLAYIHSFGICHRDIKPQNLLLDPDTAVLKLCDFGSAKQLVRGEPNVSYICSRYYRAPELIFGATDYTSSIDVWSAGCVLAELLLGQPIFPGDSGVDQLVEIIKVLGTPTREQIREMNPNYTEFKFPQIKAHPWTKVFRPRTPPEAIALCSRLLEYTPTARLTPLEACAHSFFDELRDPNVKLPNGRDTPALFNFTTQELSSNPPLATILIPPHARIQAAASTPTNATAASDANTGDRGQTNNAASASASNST
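Assay system: GST-fused GSK3beta enzyme, cell-free / Medium: Tris pH 7.5 buffer with MgCl2, DTT, BSA, heparin / Also added: peptide substrate plus 25 µM ATP (final) / Compound: 10 µM single point / Timing: kinase reaction with compound 60 min at room temperature / Detection: ADP-Glo luminescence / Benchmarks: DMSO neutral wells and GW8510 at 20 µM as positive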
aSyn 5UTR inh: MLPCN primary screen, SNCA 5' untranslated region; AID 1813; alpha-synuclein 5'UTR reporter, inhibitor activity; 300,000 tested, 0.82% active; inhibition, % (tested at 7.5 µM); in the data active = inhibition above about 60%;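 note: H4 neuroglioblastoma cells stably carrying SNCA 5'UTR luciferase fusion; 0% = DMSO wells and 100% = positive control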
HIF activator: HIF pathway transcriptional activation; activation, % at 7.5 µM (by protocol); U2OS HRE-luciferase reporter, luminescence; normalized: DMSO 0%, desferrioxamine 100%; 300,000 tested, 0.32% active;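 active = mean activation of at least 10% of the iron chelator positive control signal, with at least half of replicates also reaching 10%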
GSK3A inh: inhibitors of human GSK-3 alpha kinase | inhibition, % at 10 µM | AID 2650 | ADP-Glo luminescence, 60 min | 320,000 tested, 0.1% active;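 in the data active = inhibition above about 50%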;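 note: GST-tagged GSK-3 alpha with peptide substrate and 25 µM ATP; 0% = DMSO neutral wells and 100% = GW8510 positive control wells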
Target sequence (P49840 whole entry, looked up): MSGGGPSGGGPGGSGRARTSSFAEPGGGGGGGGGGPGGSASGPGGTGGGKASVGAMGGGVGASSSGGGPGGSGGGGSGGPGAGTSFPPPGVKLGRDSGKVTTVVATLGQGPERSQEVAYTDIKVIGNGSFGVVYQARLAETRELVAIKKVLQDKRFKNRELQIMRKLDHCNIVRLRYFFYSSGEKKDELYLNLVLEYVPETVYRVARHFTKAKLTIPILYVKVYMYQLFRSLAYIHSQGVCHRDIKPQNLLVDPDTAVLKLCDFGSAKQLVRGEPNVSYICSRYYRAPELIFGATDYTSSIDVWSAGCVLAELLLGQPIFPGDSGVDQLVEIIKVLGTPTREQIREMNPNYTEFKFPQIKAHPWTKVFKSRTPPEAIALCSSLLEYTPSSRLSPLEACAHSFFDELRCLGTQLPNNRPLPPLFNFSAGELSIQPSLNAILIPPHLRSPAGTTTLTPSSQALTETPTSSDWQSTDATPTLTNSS
HSF1 inhib: HSF1 inhibition; 300,000 tested, 0.77% active; NIH3T3-HGL HSE-luciferase, MG132-induced, luminescence 8 h; hits give low values; activity change, negative = inhibition, % at 7.5 µM (by protocol);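 active = more than half of replicate wells show activity change below -50%, luminescence cut by over half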;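 note: luciferase reports HSF-1 transcriptional activity via heat shock element; 0% = median of DMSO wells and -100% = zero luminescence signal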
Numbers without * were called inactive; · = not tested or not shown.

SMILES | HSP90 inh | AI-2 QS modul | HSF-1 act | IEC-6 tox | KLF5 inh | GSK3B inh | aSyn 5UTR inh | HIF activator | GSK3A inh | HSF1 inhib
O=C(NCCN1CCOCC1)c1cccnc1SCc1ccccc1Cl | 1 | 2 | -1 | -5 | -7 | -2 | -6 | -0.2 | · | 1
Cc1ccc(S(=O)(=O)c2cc(C)cc(S(=O)(=O)Nc3ccc(C(=O)O)cc3)c2C)cc1 | -5 | 3 | 10 | -11 | -1 | 3 | 11 | -0.9 | -4 | -3
COc1cnc(-c2cccc(C(F)(F)F)c2)nc1OC | -2 | 20 | 11 | -4 | -5 | -2 | 14 | 0.1 | 0 | 2
CCN(c1cccc(C)c1)S(=O)(=O)c1ccc2c(c1)N(C(C)=O)CCS2 | 1 | 6 | -10 | -2 | -6 | -3 | 17 | -0.1 | · | 3
FC(F)(F)c1nnc2sc(-c3ccco3)nn12 | -1 | 4 | 26 | -9 | -16 | -11 | -19 | -0.2 | -1 | 4
Cc1ccc(C)c2[nH]c(=O)c(CN(CCN3CCOCC3)Cc3nnnn3CC3CCCO3)cc12 (stereo unspecified) | 3 | 19 | -13 | 9 | 4 | 2 | -1 | -0.3 | 6 | 2
c1ccc(-n2nnnc2SCCCSc2nc3ccccc3s2)cc1 | 4 | 34 | 22 | -2 | -14 | -1 | -15 | -0.2 | 0 | 5
CC(=O)NCCc1nc2cc(NC(=O)COc3ccc(C)cc3)ccc2n1C | -2 | 15 | -12 | 6 | -18 | -3 | -19 | 3.1 | 1 | 5
COc1cc(-c2cc(C(=O)Nc3ccccc3N3CCOCC3)c3ccccc3n2)cc(OC)c1OC | 3 | 48 | -17 | -1 | -26 | -2 | 26 | -0.2 | 1 | -22
O=C(NCc1ccco1)c1cnccn1 | -3 | 21 | 19 | 3 | -6 | 1 | 9 | 0.9 | -1 | -7
Cc1cc(C)cc(OCCNC(=O)c2ccc(Br)cc2)c1 | -3 | 20 | 20 | -1 | -23 | 0 | 12 | -0.2 | 3 | -4
Cn1c(=O)[nH]c(=O)c2c1ncn2CCN1CCOCC1 | 2 | 13 | -18 | -1 | -15 | 1 | 21 | -0.1 | 0 | -12
O=C(O)c1cc2cc(Cl)ccc2oc1=O | -1 | 26 | 0 | -6 | -11 | 1 | 5 | -0.4 | -4 | -1
CCOC(=O)C1(Cc2ccccc2Cl)CCN(Cc2csc(C(C)=O)c2)CC1 | 2 | 16 | 0 | 3 | -14 | -1 | 12 | -0.9 | -3 | -3
CCN(CC)CCNC(=O)CCc1n[nH]c(=O)c2ccccc12 | 0 | -2 | 1 | -2 | -25 | -1 | 10 | -1.5 | 2 | -4

3 of the entries above in order of their number in GSK3A inh, smallest number first.
compound,HSP90 inh,AI-2 QS modul,HSF-1 act,KLF5 inh,GSK3B inh,aSyn 5UTR inh,GSK3A inh,HSF1 inhib
O=C(NCc1ccco1)c1cnccn1,-3,21,19,-6,1,9,-1,-7
COc1cnc(-c2cccc(C(F)(F)F)c2)nc1OC,-2,20,11,-5,-2,14,0,2
CC(=O)NCCc1nc2cc(NC(=O)COc3ccc(C)cc3)ccc2n1C,-2,15,-12,-18,-3,-19,1,5

Continued:
SMILES | HSP90 inh | AI-2 QS modul | HSF-1 act | IEC-6 tox | KLF5 inh | GSK3B inh | aSyn 5UTR inh | HIF activator | GSK3A inh | HSF1 inhib
O=C(O)c1cccc(NC(=S)N/N=C/c2c[nH]c3ccccc23)c1 | 6 | 9 | 4 | -9 | 22 | 1 | -14 | 0.1 | 1 | 8
Cc1ccc(C)c(S(=O)(=O)NCCCN2CCOCC2)c1 | 2 | 3 | -27 | 7 | -14 | 0 | -26 | -0.6 | -1 | -6
Cc1ccc(C(=O)/C=C\C(=O)c2ccc(C)cc2)cc1 | 4 | -22 | 294* | -3 | -8 | -1 | -63 | 2.5 | 2 | 231
O=C(Nc1ccc2c(c1)OCO2)C1CCCN(c2nc3ccccc3s2)C1 (stereo unspecified) | 0 | -3 | 77* | 3 | -23 | -2 | -4 | -0.2 | -1 | 32
Cn1c(SCC(=O)Nc2ccc(Cl)cc2)nnc1C1CC1 | -2 | 37 | 13 | -5 | -50 | -2 | -26 | 0.5 | -2 | -8
Cc1ccc(C)c(N2C(=O)CC(Cc3ccccc3)C2=O)c1 (stereo unspecified) | 3 | 2 | -18 | 6 | 6 | -1 | 11 | 0.3 | · | -3
CCN(CC(=O)Nc1ccccc1C(F)(F)F)C(=O)C1=COCCO1 | · | 12 | -4 | · | · | 4 | -10 | -0.3 | -3 | -7
Cc1ccccc1C(C(=O)NC1CCCCC1)N(C(=O)CNC(=O)c1ccco1)c1cccnc1 (stereo unspecified) | 3 | 21 | 1 | 2 | -13 | 0 | -1 | -0.2 | -1 | -7
COc1cc2c(cc1OC)C(c1ccc(Cl)cc1)CC(=O)N2 (stereo unspecified) | -3 | 21 | 16 | -3 | -34 | 3 | 24 | -1.0 | 2 | 14
Cc1csc(SCC(=O)N2CCCC2)n1 | -2 | 19 | 5 | -2 | -11 | 1 | -15 | 0.1 | 0 | 1
Cc1ccnc2nc(C(=O)Nc3nccs3)nn12 | 4 | -5 | -11 | -4 | -75 | -7 | -60 | 0.5 | -1 | 3
CCN(CC(=O)Nc1ccc(OC)cc1)C(=O)CCS(=O)(=O)c1ccc(C)cc1 | -4 | 22 | -1 | -7 | -15 | 1 | 0 | 0.0 | -3 | -2
CC1CCCN(CC(=O)Nc2cccc([N+](=O)[O-])c2)C1 (stereo unspecified) | 0 | -12 | 14 | -7 | -12 | -2 | -19 | 0.2 | -2 | 6
O=C1CCCN1c1ccc(S(=O)(=O)NCCc2ccc(Cl)cc2)cc1 | 0 | -1 | 9 | 0 | -28 | 2 | 35 | -0.1 | -3 | 7
O=[N+]([O-])c1ccccc1OCCCOc1cccc2cccnc12 | -2 | 14 | 55* | 4 | -93 | 0 | -96 | 1.5 | -1 | 28
CCc1nn(CCCC(=O)NCc2ccccc2Br)c(=O)c2cc3occc3n12 | 1 | 22 | 35 | -4 | -26 | 3 | -2 | -0.6 | 0 | 7
CCN(C(=O)c1cc2c(C)nc3ccccc3c2o1)c1cc(Cl)ccc1OC | -3 | 18 | 26 | 1 | -30 | -2 | -6 | -0.1 | 1 | 6
COc1ccc(C(NC(=O)c2ccccc2F)NC(=O)c2ccccc2F)cc1 | 1 | 34 | 7 | 4 | -13 | 7 | 3 | -0.6 | -1 | -8
CC1(C)CC(=O)C(C2(O)C(=O)N(Cc3ccccc3)c3ccccc32)CO1 (stereo unspecified) | 5 | 2 | 22 | 5 | -33 | 2 | -16 | -1.0 | -2 | -1
CN(Cc1ccsc1)C(=O)Cn1cc(Br)ccc1=O | 2 | 20 | 32 | 1 | -63 | -1 | -97 | 1.2 | 3 | 16
CN1CCc2nc3ccc(Cl)cc3c(-c3ccccc3Cl)c2C1 | 12 | -3 | 11 | 6 | -6 | 0 | -6 | 0.0 | 6 | 8
CCOC(=O)N1CCN(S(=O)(=O)c2ccc(OC)c(Br)c2)CC1 | -1 | -2 | 17 | -2 | -35 | -3 | 1 | 0.3 | -3 | 8
Cc1ccc(-n2cc(CN(C)Cc3ncc[nH]3)c(-c3cccc(C)c3)n2)cc1 | -4 | 99 | 15 | 1 | 1 | 0 | 16 | 0.5 | 1 | 5
COCCCNc1nc2ccccc2nc1NS(=O)(=O)c1ccc(F)cc1 | 1 | -5 | -2 | 1 | -25 | 1 | 1 | 0.3 | -2 | 1
Cc1[nH]c(=O)nc(SCc2cccc(Cl)c2)c1C#N | 3 | 33 | -9 | 10 | -5 | 0 | 2 | -0.1 | -1 | -1
Cc1ccc(CN2C(=O)[C@@H]3Cc4c([nH]c5ccccc45)C(C)(C)N3C2=O)cc1 | · | -6 | 8 | · | · | -2 | 0 | -0.9 | -3 | 7
O=C(Nc1ccc2oc(=O)ccc2c1)c1cccnc1Cl | -1 | 4 | · | -4 | -31 | 0 | 15 | 0.1 | -1 | ·
NC(=O)COc1ccc(/C=N/NC(=O)C2CCCN2S(=O)(=O)c2ccc(Cl)cc2)cc1 (stereo unspecified) | -2 | 8 | -9 | -1 | -26 | -3 | -13 | 0.1 | -1 | -5
CCC(C)C(NC(=O)[C@@H](NC(=O)c1ccccc1F)C(C)C)C(=O)OC (stereo partly specified) | 2 | 19 | 10 | 2 | -44 | -15 | -4 | -1.9 | -2 | -5
C=CCOc1ccc(CN(C)C(=O)CN2C(=O)c3ccccc3C2=O)cc1 | -1 | 11 | 11 | -2 | -26 | -1 | 3 | -0.6 | -2 | 1
Fc1ccccc1COc1ccc(C(=S)N2CCCC2)cc1 | 2 | 31 | 36 | 1 | -109 | 4 | -96 | 1.6 | 2 | 8
Cc1cc(C)c(NC(=O)CS)c(Cl)c1 | -2 | 5 | -1 | -3 | 13 | -1 | -24 | -0.4 | 0 | -2
COCCCNC(=S)N/N=C/c1ccc2ccccc2c1 | 1 | 24 | -3 | -4 | -43 | 0 | 12 | 0.0 | -3 | -4
COC(=O)CC(NC(=S)NC(=O)c1ccccc1)c1ccc(Br)cc1 (stereo unspecified) | 2 | -1 | 24 | 4 | -23 | -2 | 25 | -1.3 | 0 | 7
Cc1n[nH]c(C)c1S(=O)(=O)N1CCc2ccccc2C1 | 0 | -4 | -6 | 7 | -14 | 0 | 25 | 0.3 | 0 | -1
O=C(O)CN1CCNCC1 | 9 | 2 | 1 | 1 | 6 | -3 | 5 | 0.1 | · | -5
O=C(NCc1cccnc1)c1cc(C(=O)C2CC2)c[nH]1 | -1 | 10 | -8 | 5 | 16 | 5 | 8 | 0.1 | 3 | -8
O=C1/C(=C/c2cccc(Br)c2)SC(=S)N1/N=C/c1cc([N+](=O)[O-])ccc1O | 1 | 6 | 19 | -1 | -9 | -4 | -3 | 0.0 | -2 | 0
CCC1CCC(N2CCN(c3ccc([N+](=O)[O-])cc3)CC2)CC1 (stereo unspecified) | -3 | 11 | -6 | 7 | -29 | -1 | 15 | -38 | 0 | 1
COc1ccc(C=Nc2cccc3ncccc23)cc1 | 8 | 8 | 19 | 18 | -6 | 1 | -1 | 0.1 | 0 | 22
CCCCn1c(N)c(N(CCOC)C(=O)c2cc3ccccc3cc2OC)c(=O)[nH]c1=O | · | 15 | -3 | · | · | -3 | 3 | -0.3 | -2 | -8
Cc1ccc(N=Cc2c(O)c3ccccc3n(C)c2=O)cc1 | 1 | -7 | 44 | 3 | -3 | -4 | -5 | -8.7 | 0 | 11
Cc1cc(Cc2ccc(N)c(C)c2)ccc1N | 1 | 41 | -9 | 0 | -3 | 1 | -13 | -0.3 | -1 | 1
O=C(O)/C=C/c1ccccc1Oc1ccc(Cl)cc1Cl | 6 | 7 | 16 | 3 | -11 | 1 | -24 | -0.1 | -3 | 2
C=CCN=C1NN=C(c2ccc3c(c2)OCCO3)CS1 | 47* | 17 | -63 | 10 | -12 | 1 | -29 | -0.4 | 2 | -56*
Cc1cc(NC(=O)CSc2nnc(C(C)N(C)C)n2-c2ccc(F)cc2)no1 (stereo unspecified) | -2 | 6 | -10 | -4 | -21 | -9 | -3 | -0.6 | -3 | 3
